a7 integrin act = qHTS for Activators of Integrin-Mediated Alleviation for Muscular Dystrophy. Potency, µM (titrated, usually from 38.3 µM), for inactives: at the top dose activation, most hits filed as activators. actives 0.064% (n = 350,000). alpha7betagal myoblasts, beta-gal FDG fluorescence, 48 h;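 note: potency is the fitted concentration of half-maximal effect; 100% = response of the positive control SU9516; nearly all actives have a fitted effect of over 60% in size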
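Alpha7betagal+/- myoblasts (passage 13) were plated 16-24 hr, then exposed to compounds (1:260 dilution of DMSO stock) for 48 hours at 37C. After MPER lysis, β-galactosidase reporter activity was read as FDG fluorescence (ex 480/em 540) after 30 minutes.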
TSHR antagonist = Antagonists of the Thyroid Stimulating Hormone Receptor: HTS campaign. Thyrotropin receptor (Homo sapiens), P16473. TSHR-expressing cells, TSH-stimulated cAMP HTRF, 2 h; hits give low values. activity change, negative = inhibition, % at 11.5 µM. actives 0.2% (n = 330,000). AID 504810, 2011;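 active = activity change below a set negative limit, meaning inhibition stronger than a set level, cut at about -70% in these data; inconclusive = activity change between two set negative limits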; note: % is set by controls: 0 for no effect and ±100 for the full control effect
Target sequence (P16473 whole entry, looked up): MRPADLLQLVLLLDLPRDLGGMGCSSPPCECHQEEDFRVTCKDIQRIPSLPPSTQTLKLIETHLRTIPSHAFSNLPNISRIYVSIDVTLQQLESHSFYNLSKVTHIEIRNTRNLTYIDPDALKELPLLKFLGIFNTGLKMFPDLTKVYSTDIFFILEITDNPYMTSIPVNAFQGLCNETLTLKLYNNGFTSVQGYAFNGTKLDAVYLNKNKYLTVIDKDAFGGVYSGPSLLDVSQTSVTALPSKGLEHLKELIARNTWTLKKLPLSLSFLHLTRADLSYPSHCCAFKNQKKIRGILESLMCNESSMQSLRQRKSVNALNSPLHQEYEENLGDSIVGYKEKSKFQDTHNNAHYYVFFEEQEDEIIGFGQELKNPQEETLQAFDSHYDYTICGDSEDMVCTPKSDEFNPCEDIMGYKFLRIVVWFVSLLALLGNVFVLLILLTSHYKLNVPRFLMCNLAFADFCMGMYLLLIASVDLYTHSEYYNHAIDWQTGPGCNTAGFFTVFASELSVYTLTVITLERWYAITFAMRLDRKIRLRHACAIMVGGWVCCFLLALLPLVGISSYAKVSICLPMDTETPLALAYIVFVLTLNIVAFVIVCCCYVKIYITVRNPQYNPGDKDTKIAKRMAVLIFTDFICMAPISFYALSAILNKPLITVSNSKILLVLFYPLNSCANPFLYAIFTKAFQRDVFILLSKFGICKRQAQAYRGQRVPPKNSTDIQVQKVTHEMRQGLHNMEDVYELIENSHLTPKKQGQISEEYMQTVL
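Cell-based HTRF cAMP assay; TSHR cells + compound, TSH EC80 (4nM final), 2 h, 37 deg C. Lysis with anti-cAMP cryptate and cAMP-d2, 30 min RT, read 665/620 nm.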
S-ASM inh = Inhibitors of Secretory Acid Sphingomyelinase (S-ASM): qHTS. Sphingomyelin phosphodiesterase (Homo sapiens), P17405. placental ASM, HMU-PC fluorogenic substrate, 60 min. Potency, µM (doses to about 57.5 µM), for the others: top-dose activity change, negative = inhibition, actives largely listed as inhibitors. actives 0.006% (n = 340,000). AID 504937, 2011; note: potency is the fitted concentration of half-maximal effect
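Fluorogenic HMU-PC substrate (9 uM final) is turned over by placental ASM in 60 min at 37 C after a 10 min compound preincubation. Reaction ended by alkaline stop (pH 10), with fluorescence read at 386/447 nm.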
AT treatment = qHTS Assay for Identifying a Potential Treatment of Ataxia-Telangiectasia | […] A-T fibroblasts, KAP-1 phosphorylation AlphaLISA; neocarzinostatin DNA damage 30 min before lysis | Potency, µM (series often up to 57.5 µM), inactives show at the highest dose activation, most hits filed as activators | actives 0.19% (n = 320,000) | AID 485349, 2010; note: potency is the fitted concentration of half-maximal effect; % of control where 0% means no effect; nearly all actives have a fitted effect of over 45% in size
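hTERT-immortalized A-T patient fibroblasts ([…]), 500 cells/well in OPTI-MEM, 1% FBS, got compounds for 60 min, then NCS for 30 min at 37C. Lysates were then assayed for phospho-KAP-1 by AlphaLISA (anti-pKAP1 donor, anti-KAP1 acceptor beads), 6 hr at 25C.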
ELG1 DNA repair = qHTS screen for small molecules that inhibit ELG1-dependent DNA repair in human embryonic kidney (HEK293T) cells expressing luciferase-tagged ELG1. HEK293T ELG1-luciferase reporter, luminescence, 16 h; DNA damage induced by 5-fluorouridine. Potency, µM (titrated, usually from 46.1 µM), without a hit: at the top dose activity change, negative = inhibition, hits mostly inhibitors. actives 2.3% (n = 330,000). AID 504467, 2011; note: potency is the fitted concentration of half-maximal effect; % is set by controls: 0 for no effect and ±100 for the full control effect; nearly all actives have a fitted effect of over 55% in size
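Step one: seed 2,000 cells per well. Step two: pin-transfer compound or DMSO alongside 5-fluorouridine. Step three: incubate 16 hr, 37 °C, 5% CO2. Step four: add ONE-Glo, wait 30 min, read luminescence.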
Tb PFK inh = qHTS Assay to Find Inhibitors of T. brucei phosphofructokinase; AID 485367, 2010; actives 0.17% (n = 330,000); T. brucei PFK, ADP-Glo luminescence; ATP-dependent 6-phosphofructokinase (Trypanosoma brucei brucei), O15648; Potency, µM (highest dose often 57.5 µM), without a hit: top-dose activity, negative = inhibition, hits mostly inhibitors;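 note: potency is the fitted concentration of half-maximal effect; 0% = uninhibited 1x PFK enzyme wells and -100% = no-enzyme wells; nearly all actives have a fitted effect of over 60% in size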
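Compounds were pin-transferred as a titration series up to 57 uM into substrate buffer (0.5 mM F6P, 0.1 mM ATP, pH 8.0), then 1.25 nM PFK was added and reactions ran 45 min before ADP-Glo detection.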
PTAP TSG101 blk = qHTS Assay for Iinhibitors of HIV-1 Budding by Blocking the Interaction of PTAP/TSG101 | Fluorescence polarization, FITC-PTAP peptide / Tsg101 binding | Potency, µM (titrated, usually from 115 µM), for inactives: at the top dose activity change, negative = inhibition, hits mostly inhibitors | 340,000 tested, under 10 active; active = well fitted inhibition curve with a large enough effect in the main read-out, with a control signal flat, not every such curve was filed as active; inconclusive = small, poorly fitted or top-dose-only effect, or effect the other way, or a change in a side signal; inactive = no such curve, though single readings can be large or run the other way; note: potency is the fitted concentration of half-maximal effect; % of control where 0% means no effect
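Steps: Tsg101 binding domain dispensed (10 uM final), compounds pinned in DMSO, FITC-labeled PTAP-motif peptide added (50 nM final); after 20 min binding at room temperature, polarization measured.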
TCR activator = Activators of T cell receptors: qHTS campaign; primary human leukocytes, anti-CD3, IL-2 HTRF, 48 h; Potency, µM (titrated, usually from 9.22 µM), inactives show top-dose activation of IL-2 secretion, actives largely listed as activators; 330,000 tested, under 10 active; AID 504894, 2011; note: % of control where 0% means no effect
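Human primary leukocytes + a-CD3 beads + cpd, 48 hr; IL-2 in supernatant by HTRF (ex 320nm / em 665nm). No co-stimulatory signal supplied.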
Mito fusion act = qHTS Assay for Small Molecule Inhibitors of Mitochondrial Division or Activators of Mitochondrial Fusion; S. cerevisiae fusion-defective mutant growth rescue, CellTiterGlo 48 h; Potency, µM (top dose mostly 46.1 µM), inactives show top-dose growth rescue (activation), actives largely listed as activators; actives 0.23% (n = 320,000); AID 485298, 2010;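 note: potency is the fitted concentration of half-maximal effect; % of control where 0% means no effect; nearly all actives have a fitted effect of over 45% in size; temperature-sensitive fusion mutants such as fzo1-1 at 37 °C on non-fermentable ethanol glycerol medium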
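Compounds are tested for their ability to restore growth of mitochondrial fusion-defective yeast strains at non-permissive 37C in YPEG medium over 48 hours. Viability is quantified by luciferase luminescence.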
Eya2 inh = qHTS Assay for Inhibitors of the Phosphatase Activity of Eya2; Protein phosphatase EYA2 (Homo sapiens), O00167; recombinant Eya2, OMFP fluorescence dephosphorylation (OMFP is methylfluorescein phosphate); Potency, µM (highest dose often 76.9 µM), for the others: top-dose activity, negative = inhibition, hits mostly inhibitors; actives 0.006% (n = 330,000); AID 488837, 2010; note: potency is the fitted concentration of half-maximal effect; % is set by controls: 0 for no effect and ±100 for the full control effect
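Eya2 protein (added as 0.2 uM solution) was preincubated with compound for 10 min at ambient temperature in 50 mM HEPES pH 7.5, 50 mM NaCl, 5 uM MgCl2, 0.05% BSA, 1 mM DTT. OMFP (added at 50 uM) then reacted 10 min; fluorescence read at 485/525 nm.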
BCR signal inh = qHTS Assay to Find Inhibitors of Chronic Active B-Cell Receptor Signaling; ABC-DLBCL IkBa-CBG/CBR reporter, luminescence ratio, 4 h; actives 0.05% (n = 340,000); Potency, µM (highest dose often 46.1 µM), inactives show at the top dose ratio change, negative = lower green/red ratio, hits mostly inhibitors; active = well fitted inhibition curve with a large enough effect in the signal ratio, with a control signal flat, not every such curve was filed as active; inconclusive = small, poorly fitted or top-dose-only effect, or effect the other way, or a change in a side signal; the % refers to the signal ratio;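 note: potency is the fitted concentration of half-maximal effect; plate controls were basal doxycycline-induced cells for no effect and cells given 10 µM MG132 for full effect; MG132 reads +100%, hits lower the ratio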
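TMD8 ABC-DLBCL cells carrying doxycycline-inducible green luciferase fused to IkappaBalpha plus unfused red luciferase were exposed to compounds (up to 46 uM) for 4 hrs at 37C. Activity came from the overlap-corrected green/red luminescence ratio.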
Numbers without * were called inactive; [ ] = remark or other dose. Unless noted, calls come from the whole dose curve; as a rule, active = well fitted curve in the direction sought with a large enough effect; inconclusive = small, poorly fitted or top-dose-only effect, or another doubt; inactive = no such curve, though single readings can be large; an effect the other way counts as inactive or inconclusive. Random draw from the library. Share with any hit: about 3.2%.

What do the screens show for `Clc1ccccc1/C=C/C=N/Nc1nc(N2CCOCC2)nc(N2CCOCC2)n1`?
a7 integrin act: -33.8%; TSHR antagonist: -14.5; S-ASM inh: -10.5%; AT treatment: -4.8%; ELG1 DNA repair: inconclusive; Tb PFK inh: -1.2%; PTAP TSG101 blk: 0.5%; TCR activator: 6.5%; Mito fusion act: -1.0%; Eya2 inh: -11.9%; BCR signal inh: -13.1%

What do the screens show for `COC(=O)/C(=C\c1ccc2c(c1)c1ccccc1n2C)NC(=O)c1ccccc1`?
a7 integrin act: 22.8%; TSHR antagonist: 9.7; S-ASM inh: -1.8%; AT treatment: -0.1%; ELG1 DNA repair: 20.6µM*; Tb PFK inh: -1.1%; PTAP TSG101 blk: -0.5%; TCR activator: -0.1%; Mito fusion act: 5.3%; Eya2 inh: 4.0%; BCR signal inh: 1.6%

Results for CC(C)c1nc2n[nH]c(N)c2c2c1CCC2 ?
a7 integrin act: -8.3%; TSHR antagonist: -4.7; S-ASM inh: 0.0%; AT treatment: 0.7%; ELG1 DNA repair: 13.2%; Tb PFK inh: -0.7%; PTAP TSG101 blk: -8.3%; TCR activator: -1.8%; Mito fusion act: 2.4%; Eya2 inh: 7.3%; BCR signal inh: 13.0%

Results for O=C(Nc1ccccc1)C1CCN(C(=O)c2ccc([N+](=O)[O-])cc2)CC1 ?
a7 integrin act: -5.2%; TSHR antagonist: -3.0; S-ASM inh: -3.4%; AT treatment: -1.5%; ELG1 DNA repair: 12.9%; Tb PFK inh: -2.9%; PTAP TSG101 blk: -1.1%; TCR activator: 4.0%; Mito fusion act: -2.1%; Eya2 inh: 6.4%; BCR signal inh: 0.6%

Results for Cc1nn(CCC(=O)NCc2ccc(N(C)C)cc2)c(=O)c2nn(-c3ccccc3)c(C)c12 ?
a7 integrin act: -26.0%; TSHR antagonist: 2.5; S-ASM inh: -0.5%; AT treatment: -0.7%; ELG1 DNA repair: 0.0%; Tb PFK inh: -2.4%; PTAP TSG101 blk: -2.9%; TCR activator: 10.4%; Mito fusion act: 0.5%; Eya2 inh: -15.3%; BCR signal inh: 4.5%

How did COc1ccc(C2CC(=O)Oc3c(C(CCN4CCN(c5ccccc5)CC4)c4ccc(N(C)C)cc4)c(OC)cc(OC)c32)cc1 (centres undefined) do in these assays?
a7 integrin act: 3.0%; TSHR antagonist: 2.1; S-ASM inh: -6.5%; AT treatment: -51.6%[inhibitor]; ELG1 DNA repair: 7.0%; Tb PFK inh: -12.5%; PTAP TSG101 blk: -9.8%; TCR activator: 2.4%; Mito fusion act: -26.8%; Eya2 inh: -2.1%; BCR signal inh: 6.9%

Results for Cc1ccc2c3c([nH]c2c1)C(=O)CC(C)(C)S3 ?
a7 integrin act: 2.3%; TSHR antagonist: -20.1; S-ASM inh: 114.1%[activator]; AT treatment: -3.1%[11.5 µM]; ELG1 DNA repair: inconclusive; Tb PFK inh: 2.8%; PTAP TSG101 blk: -0.7%; TCR activator: 2.4%; Mito fusion act: 0.1%; Eya2 inh: -6.9%; BCR signal inh: 6.7%

What do the screens show for `c1ccc(Oc2ccc(-n3cnnn3)cc2)cc1`?
a7 integrin act: 9.5%; TSHR antagonist: 5.7; S-ASM inh: 0.1%; AT treatment: 0.8%; ELG1 DNA repair: 14.4%; Tb PFK inh: -10.2%; PTAP TSG101 blk: -14.4%; TCR activator: -2.3%; Mito fusion act: 6.0%; Eya2 inh: 3.4%; BCR signal inh: inconclusive

How did CCOc1cc(/C=N/n2cnnc2)ccc1OS(=O)(=O)c1ccccc1 do in these assays?
a7 integrin act: 7.6%; TSHR antagonist: -4.6; S-ASM inh: -2.0%; AT treatment: 1.1%; ELG1 DNA repair: 3.2%; Tb PFK inh: -2.6%; PTAP TSG101 blk: -3.0%; TCR activator: 1.2%; Mito fusion act: -1.8%; Eya2 inh: 8.1%; BCR signal inh: -0.8%

Results for NC(=O)c1sc2nc(-c3ccccc3)ccc2c1N ?
a7 integrin act: 3.9%; TSHR antagonist: 3.3; S-ASM inh: 85.0%[activator]; AT treatment: 34.1%; ELG1 DNA repair: inconclusive; Tb PFK inh: -5.2%; PTAP TSG101 blk: 0.5%; TCR activator: 4.4%; Mito fusion act: -3.0%; Eya2 inh: -8.9%; BCR signal inh: 0.2%

What do the screens show for `CCN(CC)S(=O)(=O)c1ccc(N2CC(C(=O)NCc3ccc4c(c3)OCO4)CC2=O)cc1` (centres undefined)?
a7 integrin act: 11.6%; TSHR antagonist: -0.1; S-ASM inh: 1.7%; AT treatment: -10.3%; ELG1 DNA repair: inconclusive; Tb PFK inh: -4.1%; PTAP TSG101 blk: 0.0%; TCR activator: 4.8%; Mito fusion act: -1.7%; Eya2 inh: -20.6%; BCR signal inh: -5.7%

What do the screens show for `COc1cccc(-c2nc(-c3ccc(NC(=O)c4cccs4)cc3)no2)c1`?
a7 integrin act: -29.2%; TSHR antagonist: -8.1; S-ASM inh: -3.8%; AT treatment: -5.7%; ELG1 DNA repair: -13.7%; Tb PFK inh: 1.9%; PTAP TSG101 blk: 0.9%; TCR activator: -3.7%; Mito fusion act: -1.5%; Eya2 inh: 9.1%; BCR signal inh: inconclusive

Results for COc1cccc(/C=N/n2c(COc3ccccc3)n[nH]c2=S)c1OC ?
a7 integrin act: -26.7%; TSHR antagonist: -12.8; S-ASM inh: -6.8%; AT treatment: 0.9%; ELG1 DNA repair: -0.5%; Tb PFK inh: -14.3%; PTAP TSG101 blk: -8.3%; TCR activator: 2.9%; Mito fusion act: -12.8%; Eya2 inh: 1.4%; BCR signal inh: -10.7%

How did O=C(COC(=O)c1ccccc1Cl)NCCC1=CCCCC1 do in these assays?
a7 integrin act: 14.9%; TSHR antagonist: -17.6; S-ASM inh: -1.2%; AT treatment: 1.0%; ELG1 DNA repair: inconclusive; Tb PFK inh: -2.1%; PTAP TSG101 blk: -0.2%; TCR activator: -9.4%; Mito fusion act: -1.7%; Eya2 inh: 9.5%; BCR signal inh: inconclusive

What do the screens show for `Cc1cccc(NC(=O)C2(c3ccc([N+](=O)[O-])cc3)CCCC2)c1`?
a7 integrin act: -38.1%; TSHR antagonist: -26.0; S-ASM inh: -12.9%; AT treatment: 4.5%; ELG1 DNA repair: -13.4%; Tb PFK inh: -0.7%; PTAP TSG101 blk: -3.9%; TCR activator: -7.3%; Mito fusion act: 15.5%; Eya2 inh: 7.3%; BCR signal inh: inconclusive

Results for CC(C)n1c(O)c(N=Nc2ccc(Cl)c(C(=O)O)c2)c2ccccc21 ?
a7 integrin act: -16.5%; TSHR antagonist: -4.7; S-ASM inh: 4.8%; AT treatment: 5.6%; ELG1 DNA repair: -2.2%; Tb PFK inh: 1.0%; PTAP TSG101 blk: 0.0%; TCR activator: 0.8%; Mito fusion act: 12.2%; Eya2 inh: -6.8%; BCR signal inh: inconclusive

What do the screens show for `CCOc1ccccc1N(CC(=O)Nc1ccccc1C(=O)O)S(C)(=O)=O`?
a7 integrin act: 0.0%; TSHR antagonist: -4.8; S-ASM inh: 4.3%; AT treatment: -4.0%; ELG1 DNA repair: 16.5%; Tb PFK inh: -1.7%; PTAP TSG101 blk: -1.7%; TCR activator: -4.2%; Mito fusion act: 0.1%; Eya2 inh: -28.5%; BCR signal inh: 11.7%

Compound activity: PubChem BioAssay, National Center for Advancing Translational Sciences (NCATS)
